# PolyA inh: polyadenylation inhibitors in yeast reporter cells, primary screen, luminescence, S. cerevisiae | hit rate 0.02% among 300,000 | S. cerevisiae SKY197-pL101 polyadenylation reporter, beta-gal luminescence; efflux-impaired pdr1/pdr3 knockout yeast; score 100 = 6 SD above DMSO | AID 1875, 2009 | calls only at 12 µM;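 active = lowest replicate activity score at least 50, where 100 means six control SD above control mean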;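 also: yeast exposed to compound for 9 h at 30 °C; higher score means more reporter readthrough which indicates perturbed polyadenylation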
# TRPC4 PAM: positive allosteric modulators of TRPC4, primary screen, cell-based, mouse TRPC4beta, HEK293 mu-opioid, Fluo-4 calcium. Short transient receptor potential channel 4 (Mus musculus), Q9QUQ5. DAMGO EC20, Fluo-4 Ca2+ flux; stronger effect = higher value. B-score at 10 µM. hit rate 0.42% among 310,000;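 active = B-score of calcium response area above 5 SD of library B-scores, with initial fluorescence ratio within 5 SD of library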;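 also: B-score of integrated fluorescence ratio over time as area under calcium response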
# KCNK3 inh: human KCNK3 channel inhibitors, primary screen, CHO cells, FluxOR thallium flux, B-score | Potassium channel subfamily K member 3 (Homo sapiens), O14649 | FluxOR fluorescence; stronger effect = lower value | B-score at 10 µM | hit rate 0.84% among 340,000;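 active = B-score under library mean minus 4 SD, starting fluorescence ratio at most library mean plus 5 SD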;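 also: more negative B-score means stronger inhibition of thallium flux through KCNK3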
# Target sequence (O14649 whole entry, looked up): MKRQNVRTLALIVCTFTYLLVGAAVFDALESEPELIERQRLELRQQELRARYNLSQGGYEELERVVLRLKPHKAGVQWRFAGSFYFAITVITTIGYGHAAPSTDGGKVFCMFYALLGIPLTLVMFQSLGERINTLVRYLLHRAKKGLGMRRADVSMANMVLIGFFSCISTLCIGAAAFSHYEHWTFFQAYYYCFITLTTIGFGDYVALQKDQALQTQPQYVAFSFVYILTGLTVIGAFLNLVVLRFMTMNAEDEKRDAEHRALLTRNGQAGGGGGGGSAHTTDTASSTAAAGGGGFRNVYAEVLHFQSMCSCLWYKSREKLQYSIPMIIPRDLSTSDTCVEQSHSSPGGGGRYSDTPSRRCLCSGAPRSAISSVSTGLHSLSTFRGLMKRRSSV
# TRPC4 block: inhibitors of mouse TRPC4 channel, primary screen, Fluo4 calcium, HEK293 TRPC4beta/mu-opioid cells; Short transient receptor potential channel 4 (Mus musculus), Q9QUQ5; DAMGO-evoked Fluo4 calcium flux; stronger effect = lower value; B-score at 10 µM; hit rate 0.39% among 300,000;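 active = B-score over 3 SD under the library average, no early fluorescence shift, positive overall ratio signal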
#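 Material: HEK293 cells with stable TRPC4beta plus mu-opioid receptor expression / Probe or stimulus: DAMGO in two steps, submaximal then maximal / Compound: single concentration per test compound / Technique: kinetic Fluo4 fluorescence imaging of calcium influx / Read-out: per-well B score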
# TRPC4 act: activators of mouse TRPC4 channel, primary screen, Fluo4 calcium, HEK293 TRPC4beta/mu-opioid cells | AID 2237, 2010 | B-score at 10 µM | hit rate 0.49% among 310,000 | Fluo4 calcium fluorescence; stronger effect = higher value;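 active = B-score above 5 SD of library B-scores, and initial fluorescence ratio not above library mean plus 5 SD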;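 also: positive B-score marks a calcium rise read as TRPC4 activation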
#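 System: HEK293 cells stably co-expressing mouse TRPC4beta and mu-opioid receptor; Schedule: Fluo4 dye loading 45 min at room temperature, 110 s recording; Detection: Fluo4 fluorescence, kinetic; Evaluation: B-scored integrated calcium fluorescence ratio; Controls: buffer (low) and maximal DAMGO (high).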
# Platelet DG rel: inhibitors of platelet dense granule secretion, primary screen, cell-based, MLPCN, human platelets | hit rate 0.22% among 300,000 | inhibition, %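 (compounds screened at 7.5 µM in platelet-rich plasma)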 | human platelet-rich plasma, SFLLRN dense granule ATP release, luminescence;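 active = mean replicate score, as percent of positive control, at or above 50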
# KCNK9 block: KCNK9 potassium channel inhibitors, primary screen, HEK293 cells, thallium flux. AID 488922, 2010. hit rate 1.2% among 310,000. B-score at 10 µM. FluxOR thallium flux fluorescence; stronger effect = lower value. Potassium channel subfamily K member 9 (Homo sapiens), Q9NPC2;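 active = ratio B-score over 3 SD below the library mean, with starting fluorescence within 5 SD of its mean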;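 also: negative B-score means less thallium flux so channel inhibition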
# Target sequence (Q9NPC2 whole entry, looked up): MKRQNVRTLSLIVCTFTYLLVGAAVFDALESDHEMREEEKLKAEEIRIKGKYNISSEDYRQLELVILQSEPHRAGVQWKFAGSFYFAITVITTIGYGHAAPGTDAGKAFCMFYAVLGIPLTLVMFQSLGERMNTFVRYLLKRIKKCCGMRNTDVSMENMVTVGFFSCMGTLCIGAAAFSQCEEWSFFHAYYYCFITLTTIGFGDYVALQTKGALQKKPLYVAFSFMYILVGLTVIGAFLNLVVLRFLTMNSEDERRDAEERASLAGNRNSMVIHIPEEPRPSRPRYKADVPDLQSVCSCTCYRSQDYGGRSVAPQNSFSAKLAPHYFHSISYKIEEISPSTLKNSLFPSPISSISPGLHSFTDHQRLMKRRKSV
# DYRK1A inh: rat Dyrk1A kinase inhibitors, primary screen, biochemical, single point, plate reader | hit rate 0.43% among 310,000 | Dual specificity tyrosine-phosphorylation-regulated kinase 1A (Rattus norvegicus), Q63470 | ADP-Glo luminescence, NFATc1 peptide | inhibition, % at 12.5 µM; in the data active = inhibition above about 50%;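 also: plate controls were vehicle with enzyme for no effect and no enzyme for full effect; many of its hits are not listed in these tables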
# KCNQ1 block: inhibitors of human KCNQ1 channel, primary screen, cell-based, thallium flux, high-throughput. Potassium voltage-gated channel subfamily KQT member 1 (Homo sapiens), P51787. CHO-K1 KCNQ1, FluxOR thallium flux fluorescence; stronger effect = higher value. B-score at 10 µM. hit rate 1.3% among 310,000. AID 2642, 2010;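 active = compounds whose thallium flux B-score, printed positive for inhibition, exceeds three library SD while starting fluorescence stays within three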;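 also: channel opened by potassium depolarization with thallium stimulus after 20 min compound exposure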
# KCNQ1 act: potentiators or activators of KCNQ1 channel, primary screen, cell-based, thallium flux, high-throughput | Potassium voltage-gated channel subfamily KQT member 1 (Homo sapiens), P51787 | CHO-K1 KCNQ1, thallium flux FluxOR fluorescence; stronger effect = higher value | B-score at 10 µM | hit rate 0.35% among 310,000 | AID 2648, 2010;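 active = fluorescence ratio B-score, a plate-corrected score, at least three library SD, with initial intensity B-score within 5 SD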
#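 Material: CHO-K1 cells stably expressing KCNQ1. Medium: assay buffer for compound exposure, DMSO matched across wells. Reagent: K+/Tl+ depolarizing stimulus. Compound dosing: single-concentration screen. Times: 37 °C overnight plating, 90-min dark dye load, 20-min compound pretreatment. Technique: FluxOR Tl+ flux fluorescence.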
# hERG protect: hERG rescue from dofetilide block, primary screen, cell-based, CHO-hERG, FluxOR thallium flux, dofetilide IC70 | Voltage-gated inwardly rectifying potassium channel KCNH2 (Homo sapiens), Q12809 | activation (rescue from dofetilide block), less the hit threshold, % at 10 µM | hit rate 0.51% among 310,000 | dofetilide IC70 present;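 active = activation above the mean of controls blocked by dofetilide plus 5 SD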;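 also: thallium influx through hERG after potassium depolarization seen as dye fluorescence rise; in these data hits start at about 4.7%; inactives centre near -7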
# Active calls of the source: *; i = inactive; / = not tested or not shown. An excerpt. The share of hits here may be higher or lower than overall.
SMILES | PolyA inh | TRPC4 PAM | KCNK3 inh | TRPC4 block | TRPC4 act | Platelet DG rel | KCNK9 block | DYRK1A inh | KCNQ1 block | KCNQ1 act | hERG protect
Cc1ccc(-c2nnc(N)s2)cc1 | i | i | i | i | i | -12 | i | 33 | i | i | -3
CCOc1ccccc1NC(=S)N1CCN(c2ccccc2)CC1 | / | i | i | i | i | 0 | i | -1 | i | i | -12
O=C(Nc1ccc(F)cc1)c1ccccc1 | i | i | i | i | i | 3 | i | -3 | i | i | -2
O=C(NC1CCCC1)c1nc2c(nnn2Cc2cccc(Cl)c2)c(=O)[nH]1 | i | i | i | i | i | 7 | i | -1 | i | i | -12
COc1ccc2[nH]c(C)c(CCN(Cc3cccs3)C(=S)Nc3ccccc3OC)c2c1 | i | i | i | i | i | 43 | i | 57* | i | i | -7
CCOC(=O)C1CCN(S(=O)(=O)CCNC(=O)c2ccc3c(c2)OCO3)CC1 | i | i | i | i | i | 11 | i | 6 | i | i | -9
O=C1NC(=O)/C(=C\c2ccc(Br)o2)S1 | i | i | i | i | i | 14 | i | 66* | i | i | -3
C(=N\c1nc2ccccc2n1CCN1CCCCC1)/c1ccc2c(c1)OCO2 | i | i | i | i | i | 5 | i | -11 | i | i | -8
COc1ccc(-c2cc(-c3ccc(OC)cc3)[nH]n2)cc1 | i | i | i | i | i | -1 | i | 3 | i | i | -11
CCOC(=O)c1cc2c(=O)n3ccccc3nc2n(CCCOC)c1=NC(=O)c1ccncc1 | i | i | i | i | i | 3 | i | 1 | i | 15* | -25

# Single records, as listed above. Order of screens: PolyA inh | TRPC4 PAM | KCNK3 inh | TRPC4 block | TRPC4 act | Platelet DG rel | KCNK9 block | DYRK1A inh | KCNQ1 block | KCNQ1 act | hERG protect
# `COc1ccc2[nH]c(C)c(CCN(Cc3cccs3)C(=S)Nc3ccccc3OC)c2c1` in the list: i | i | i | i | i | 43 | i | 57* | i | i | -7
# `CCOC(=O)c1cc2c(=O)n3ccccc3nc2n(CCCOC)c1=NC(=O)c1ccncc1` in the list: i | i | i | i | i | 3 | i | 1 | i | 15* | -25
# `O=C(NC1CCCC1)c1nc2c(nnn2Cc2cccc(Cl)c2)c(=O)[nH]1` in the list: i | i | i | i | i | 7 | i | -1 | i | i | -12

# New compounds follow
SMILES | PolyA inh | TRPC4 PAM | KCNK3 inh | TRPC4 block | TRPC4 act | Platelet DG rel | KCNK9 block | DYRK1A inh | KCNQ1 block | KCNQ1 act | hERG protect
O=C(CCC1CCCCC1)Nc1ccccc1O | i | i | i | i | i | -3 | i | / | i | i | -7
CC1=NN(C(C#N)c2ccc(F)cc2)C(c2ccccc2)C1 (stereo unspecified) | i | i | i | i | i | -10 | i | -4 | i | i | -11
COc1ccc(NS(=O)(=O)c2cccc(C(=O)N/N=C(\C)c3ccc(-n4ccnc4)cc3)c2)cc1 | i | i | i | i | i | 7 | i | -6 | i | i | -9
O=C(Nc1ccc(Br)cc1)NC1CCCCCCC1 | i | i | i | i | i | 2 | i | -11 | i | i | -11
COc1ccc2[nH]c3c(c2c1)CCN1C(=O)N([C@@H](C)C(=O)NC2CCCC2)C(=O)[C@]31C | i | i | i | i | i | 3 | i | 0 | i | i | -5
O=c1c2cc(NC(=S)NCc3ccccn3)ccc2nc2n1CCCCC2 | i | i | i | i | i | 3 | i | 9 | i | i | -12
COC(=O)CC1C(=O)NCCN1C(=O)c1cc([N+](=O)[O-])ccc1Cl (stereo unspecified) | i | i | i | i | i | -4 | i | -3 | i | i | -3
Cc1ccc2[nH]c3c(c2c1)CC/C(=C/c1ccccc1)C3=O | i | i | i | i | i | -2 | i | 0 | i | i | -19
CN(Cc1ccccc1)C(=O)COC(=O)c1cc(-c2ccc(Cl)s2)nc2ccccc12 | i | i | i | i | i | 3 | i | 4 | i | i | -12
CC(=O)N1CCc2c(sc(NC(=O)CCS(=O)(=O)c3ccc(C)cc3)c2C(N)=O)C1 | i | i | i | i | i | 5 | i | -8 | i | i | -17
Cc1cc(C)c(NC(=S)NCC2CCN(C(C)c3ccccc3)C2)c(C)c1 (stereo unspecified) | i | i | i | i | i | 0 | i | -3 | i | i | -9
O=C(CSc1nnc(-c2ccccn2)o1)Nc1cccc(Cl)c1 | i | i | i | i | i | 16 | i | 0 | i | i | -10
O=C(NCCc1ccccc1)/C(=C\c1ccc([N+](=O)[O-])cc1)NC(=O)c1ccco1 | i | i | i | i | i | 14 | i | 1 | i | i | -7
O=C1OCCN/C1=C\C(=O)c1ccc(Cl)cc1 | i | i | i | i | i | 1 | i | / | i | i | -4
CCn1ccnc1CNC(=O)c1cc(COc2ccc(F)cc2F)on1 | i | i | i | i | i | 1 | i | -4 | i | i | -9
CCOc1c(O)ccc(C2NC(=O)NC(C)=C2C(=O)OC)c1[N+](=O)[O-] (stereo unspecified) | i | i | i | i | i | -1 | i | 1 | i | i | -3
CCn1c(SCC(=O)NNC(=O)c2ccc(OC)cc2)nnc1C1CC1 | i | i | i | i | i | 15 | i | -4 | i | i | -11
Cc1ccc(C(=O)COC(=O)CNC(=O)c2cccs2)cc1C | i | i | i | i | i | 2 | i | -1 | i | i | -17
COC(=O)c1sc(NC(=S)NC(=O)c2cccc(C)c2)nc1C | i | i | i | i | i | -3 | i | -4 | i | i | 6.2*
COc1ccccc1N1CCN(C(=O)CCC(=O)N2CCN(c3ccc(F)cc3)CC2)CC1 | i | i | i | i | i | -2 | i | -4 | i | i | -9
COc1cc(C)ccc1OCc1cc(C(=O)N2C[C@H]3CC[C@H]2C3)no1 | i | i | i | i | i | -17 | i | -3 | i | i | -8
Cn1cc(CN2CCN(Cc3ccc4c(c3)OCO4)CC2)c(-c2ccccc2F)n1 | i | i | i | i | i | -5 | i | -4 | i | i | -5
C/C(=N\NC(=O)C(N)=O)c1ccc(O)cc1O | i | i | i | i | i | -6 | i | / | i | i | -7
Cc1ccc(Cl)cc1N1CCN(C(=O)CSc2ccsc2[N+](=O)[O-])CC1 | i | i | i | i | i | -5 | i | -2 | i | i | -4
COc1ccc(Cl)cc1NC(=O)CN(C)C(C)C(=O)NCC1CCCCC1 (stereo unspecified) | i | i | i | i | i | -2 | i | 0 | i | i | -16
Cc1ccc(-n2c(SCC(=O)NNC(=S)Nc3ccccc3)nc3ccccc3c2=O)cc1 | i | i | i | i | i | -8 | i | 1 | i | i | -6
CCOc1ccccc1NC(=O)CN1CCN(C(=O)C2CCCO2)CC1 (stereo unspecified) | i | i | i | i | i | -11 | i | -2 | i | i | -11
COc1ccccc1CNC(=O)C(=O)NCC1OCCN1C(=O)c1cccs1 (stereo unspecified) | i | i | i | i | i | -38 | i | 3 | i | i | -5
COc1ccc(S(=O)(=O)N2CCCCC2)cc1NC(=O)C1COc2ccccc2O1 (stereo unspecified) | i | i | i | i | i | 4 | i | -2 | i | i | -12
Cc1nc(CN2CCCCC2)cc(=O)[nH]1 | i | i | i | i | i | 0 | i | -8 | i | i | 1
CN(C)CCN1C(=O)c2oc3ccc(Cl)cc3c(=O)c2C1c1cccc(Br)c1 (stereo unspecified) | i | i | i | i | i | 4 | i | -3 | i | i | -12
COc1cc(C)ccc1OCCOc1c(C)cccc1Cl | i | i | i | i | i | 4 | i | 6 | i | i | -2
Cc1nn(C)c2ncc(C(=O)c3cc(F)ccc3O)cc12 | i | i | i | i | i | 5 | i | -2 | i | i | -8
CN1CCN(c2ccc(NC(=O)CSc3nnnn3-c3ccccc3F)cc2)CC1 | i | i | i | i | i | -2 | i | 1 | i | i | -5
COc1ccc(NC(=O)CSc2nnc3ccc(-c4ccncc4)nn23)cc1OC | i | i | i | i | i | 0 | i | 3 | i | i | -9
Cc1ccccc1CNC(=O)c1ccc(Cl)c([N+](=O)[O-])c1 | i | i | i | i | i | -2 | i | 4 | i | i | -11
Clc1ccc(CNC2CCCC2)c(Cl)c1 | i | i | i | i | i | 2 | i | 4 | i | i | -5
COCCn1nnnc1SCC(=O)N1CCCCC1 | i | i | i | i | i | 1 | i | 1 | i | i | -7
Cc1ccccc1OCC(=O)N/N=C/c1cccn1C | i | i | i | i | i | -2 | i | 5 | i | i | -7
O=C(NCc1ccc2c(c1)OCO2)c1cc2ccccc2oc1=O | i | i | i | / | i | 1 | i | 0 | i | i | -2
O=C(NCCS(=O)(=O)N1CCN(c2ccccc2F)CC1)c1ccc2c(c1)OCO2 | i | i | i | i | i | 13 | i | 2 | i | i | -13
COc1ccc(C2C(C(C)=O)=C(O)C(=O)N2c2ccc(Br)cc2)cc1 (stereo unspecified) | i | i | i | -5* | i | 0 | i | 16 | i | i | -10
CCC(=O)Nc1nnc(S(=O)(=O)N2CCCC2)s1 | i | i | i | i | i | 29 | i | 2 | i | i | -2
CCCC(=O)NC(=S)Nc1ccc(CN2CCOCC2)cc1 | i | i | i | i | i | 2 | i | 15 | i | i | -3
CCCCSc1cc(=O)n(-c2ccccc2)nc1C(=O)OCC | i | i | i | i | i | -11 | i | 5 | i | i | -9
O=C1CN(C(=O)COC(=O)c2ccc(N3CCCCCC3)c([N+](=O)[O-])c2)c2ccccc2N1 | i | i | i | i | i | -5 | i | 4 | i | i | -13
Cc1ccnc(N2C3CCC2CC(O)(c2ccccc2)C3)n1 (stereo unspecified) | i | i | i | i | i | 2 | i | -1 | i | i | -16
CC(=O)N/C(=C\c1ccc(Br)s1)C(=O)O | i | i | i | i | i | -4 | i | 0 | i | i | -8
O=C(Nc1cccc(Cl)c1)OCc1cn(-c2ccc(Cl)cc2)nn1 | i | i | i | i | i | -7 | i | 3 | i | i | -18
Cc1cc2c(n1-c1ccc(C(N)=O)cc1)CC(C)(C)CC2=O | i | i | i | i | i | -2 | i | -5 | i | i | -6

# Screens (PubChem)
